Compound activity from PubChem.
sdo1 growth: sdo1-depleted yeast growth rescue | S. cerevisiae sdo1-depleted JHY4D growth rescue, OD600 30 h; hits give high values; pdr5 snq2 efflux-pump mutant strain | z-score at 10 µM | actives 0.21% (n = 140,000) | AID 817;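 active = z-score above 3 at both the 24 hr and the 30 hr optical density reads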;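 note: z-score against mean and SD of all compound wells on the same plate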
INS promoter inh: TRM-6 insulin promoter activity inhibition; TRM-6 cells (human fetal islet line), insulin promoter-eGFP reporter, imaging; reporter expression induced with tamoxifen; AID 1273; inhibition, % at 2 µM; actives 0.9% (n = 130,000);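 active = inhibition above the mean plus 3 SD, with well images judged a real hit on visual review, cut at about 60% in these data, passing the limit was not always enough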
sdo1 growth Rescue 24 h: second read-out of sdo1 growth, no call of its own (marks repeat the call); z-score; S. cerevisiae sdo1-depleted JHY4D growth rescue, OD600; measured here: growth rescue at 24 h;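 0 is the plate mean of compound wells and units are plate SD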
* hit, by the source's call; . = no result given.

SMILES	sdo1 growth	sdo1 growth Rescue 24 h	INS promoter inh
COc1ccc2c(c1)c(C(O)CN1CCN(Cc3ccc4c(c3)OCO4)CC1)c(C)n2C (stereo not drawn)	-0.39	-0.66	-222.6
COC(=O)c1cccc(NC(=O)c2cc3sccc3n2C)c1	-0.76	-0.74	.
CCCCOc1ccc(C(=O)C(CN2CCOCC2)c2ccccc2)cc1 (stereo not drawn)	-2.38	-2.66	78.4*
Cc1ccc(NC(=O)CN(c2ccccc2)S(=O)(=O)N(C)C)cc1C	0.13	0.67	5.6
COc1ccc(-c2noc(CCC(=O)NCCN3CCN(c4ccccc4F)CC3)n2)cc1	-0.58	-0.69	14.3
COC(=O)c1nn(-c2cccc(C)c2)c2nnc(Cc3ccc(C)cc3)c(=O)n12	0.26	-0.79	46.1
CSc1nc(C)cc(C)c1S(=O)(=O)c1ccccc1C	-1.68	-1.55	46.4
CCc1ccc(NC(=O)c2cc(CC(C)C)on2)cc1	-0.17	2.14	.
CCC(O)(CC)C(=O)N=Nc1c(O)[nH]c2ccccc12	.	.	-46.7
C=C(C)Cn1c(C2CC(=O)N(c3ccccc3F)C2)nc2ccccc21 (stereo not drawn)	-0.25	-0.12	-35.0
CCOC(=O)C1=C(C)N(c2ccccc2)C(=O)/C1=C\c1cccs1	0.09	1.02	4.6
O=S(=O)(NCCCc1ccccc1)c1ccc(Cl)cc1	-0.6	-1.42	.
COc1ccc(C2C([N+](=O)[O-])=C(C)N(C)C(=O)N2C)cc1OC (stereo not drawn)	.	.	15.0
CN(C(=O)c1ccno1)c1nnc(-c2cccnc2)s1	1.41	1.38	.
COc1ccc(C(=O)CC(=O)C(=O)NCCc2cccc(C)c2)cc1	0.79	-0.36	-10.3
COc1cc(NC(=S)NC(=O)c2ccc(F)cc2)ccc1NC(=O)c1ccco1	-0.22	0.54	15.6
Cc1ccc(N=C2NC(=O)/C(=C/C=C/c3ccco3)S2)cc1	-0.82	-0.6	.
O=C1c2ccccc2C(=O)c2c1cccc2N1CCCC1	0.25	0.55	0.0
COc1ccc(NC(=O)C(c2ccccc2)N(C)C(=O)CNC(C)=O)cc1 (stereo not drawn)	-0.1	-0.72	26.3
CCN(CC)c1nc(Nc2ccccc2)nc(Oc2ccc(C(=O)OC)cc2)n1	-0.41	0.66	-11.8
COc1cccc(-c2nnc(SCC(=O)N3CCCc4ccccc43)o2)c1	-1.6	-1.31	60.5
Cn1c(-c2ccccc2)cnc1SCC(=O)NCc1ccco1	-0.74	-0.23	-8.0
O=C(O)CNC(=O)c1ccc(OC(F)F)cc1	1.24	1.25	53.3
c1ccc(-c2csc(N3CCCCCC3)n2)cc1	-1.53	-1.14	40.9
Nc1c(S(=O)(=O)c2cccs2)c2nc3ccccc3nc2n1Cc1ccccc1	-0.34	-0.47	-13.3
(further entries)
SMILES	sdo1 growth	sdo1 growth Rescue 24 h	INS promoter inh
CCCn1c(SCC(=O)Nc2ccccc2N2CCCCC2)nc2c1c(=O)n(C)c(=O)n2C	-1.06	-0.57	.
Cc1cccc(NC(=O)c2ccccn2)c1C	0.25	0.57	.
O=C(O)c1ccc(OCCn2ccnc2)cc1	0.59	0.05	-7.1
Cc1ccc(S(=O)(=O)Nc2ccc3nc(-c4cccn4C)[nH]c3c2)cc1	0	-0.73	24.1
CCOC(=O)c1sc2nc(CN3CCCCC3)nc(Cl)c2c1C	.	.	0.0
O=C(COC(=O)c1cccc(NS(=O)(=O)c2ccc(F)c(F)c2)c1)NC(=O)NC1CCCC1	0.36	0	.
CN(C)c1ccc(CNCCC2CCOC(C)(C)C2)cc1 (stereo not drawn)	0.42	0.66	-21.4
CC(C)CC(COCc1ccc(F)cc1)N1CCN(C(=O)c2cccc(C(F)(F)F)c2)CCC1=O (stereo not drawn)	-0.75	-0.06	-75.0
CCN(CC)S(=O)(=O)c1cc(C(=O)OCC(=O)NC2CCCc3ccccc32)ccc1C (stereo not drawn)	-0.42	-0.25	-20.5
CCc1nc2sc(C)c(C)c2c(=O)n1CCO	0.81	0.91	-7.9
CSc1nnc(Cc2sc(-c3ccccc3)nc2-c2ccccc2)o1	-1.22	-0.66	54.8
O=[N+]([O-])c1ccc(N2CCCC2)cc1NC1CC1	-0.49	-0.02	43.8
Cn1c(Oc2ccccc2NCc2cc(Br)ccc2O)cc(=O)n(C)c1=O	0.8	0.23	-10.3
Cc1cc(C)c(S(=O)(=O)N2CCN=C2c2ccccc2)cc1C	0.09	0.61	-16.7
COc1ccc(S(=O)(=O)N2CCOCC2)cc1C(=O)Nc1nc2ccccc2s1	-0.33	0.73	2.9
Cc1n[nH]c(C)c1S(=O)(=O)N(CC(=O)Nc1ccc2c(c1)OCCO2)c1ccc(C(C)C)cc1	0.38	0.82	.
C=CCSc1nc(N)c(C#N)c(-c2ccc(C)cc2)c1C#N	-1.03	0.48	40.0
O=C(CSCc1ccc(Br)cc1)Nc1ccc(S(=O)(=O)N2CCCCCC2)cc1	-1.78	-1.57	.
COc1ccc(CC(=O)Nc2cccc(-c3nnc(-c4ccc(C)cc4)o3)c2)cc1OC	-1.53	-1.61	.
CCOC(=O)c1[nH]c2ccc(C)cc2c1N=C(C)N(C)C	-0.01	-0.37	16.2
N#Cc1c(N)n(CCNC(=O)c2ccccc2)c2nc3ccccc3nc12	0.82	0.16	-142.9
Cc1nn(CC(=O)Nc2ccc3c(c2)nc(CN2CCCC2)n3C)c(=O)c2ccccc12	0.03	0.22	5.4
O=C(CSC1CC(=O)N(CC(c2ccccc2)c2ccccc2)C1=O)Nc1ccc(Cl)cc1 (stereo not drawn)	-1.64	-0.79	.
CCCc1cc(C(=O)N(C2CCCCC2)C2CCCCC2)no1	-0.38	-0.63	.
COc1ccc(CNCC(O)(c2ccccc2)c2ccc(Cl)cc2)cc1 (stereo not drawn)	-0.6	-0.23	.

Record cards, as listed above:
Listed for `Cn1c(Oc2ccccc2NCc2cc(Br)ccc2O)cc(=O)n(C)c1=O` = sdo1 growth: 0.8; sdo1 growth Rescue 24 h: 0.23; INS promoter inh: -10.3
Listed for `COc1ccc(S(=O)(=O)N2CCOCC2)cc1C(=O)Nc1nc2ccccc2s1` = sdo1 growth: -0.33; sdo1 growth Rescue 24 h: 0.73; INS promoter inh: 2.9
Listed for `Cc1cc(C)c(S(=O)(=O)N2CCN=C2c2ccccc2)cc1C` = sdo1 growth: 0.09; sdo1 growth Rescue 24 h: 0.61; INS promoter inh: -16.7

Single entries from the entries so far.
`CCOC(=O)c1sc2nc(CN3CCCCC3)nc(Cl)c2c1C` | INS promoter inh = 0.0
`N#Cc1c(N)n(CCNC(=O)c2ccccc2)c2nc3ccccc3nc12` | INS promoter inh = -142.9
`CSc1nnc(Cc2sc(-c3ccccc3)nc2-c2ccccc2)o1` | sdo1 growth Rescue 24 h = -0.66

Further compounds:
SMILES	sdo1 growth	sdo1 growth Rescue 24 h	INS promoter inh
COc1ccc(C2CC(c3cccc(Cl)c3)n3nc(N)nc3N2)cc1 (stereo not drawn)	0.36	-0.17	20.0
COC(=O)c1ccc(-c2noc(CN(Cc3ccncc3)CC3CCCO3)n2)cc1 (stereo not drawn)	.	.	-26.7
COc1ccc(S(=O)(=O)N(CC(=O)N2CCOCC2)Cc2ccccc2)cc1C	-0.36	-0.52	-50.0
CCn1c(SCc2nc(-c3ccc(Cl)cc3)no2)nnc1-c1ccco1	-0.4	-0.27	48.7
O=C(CSc1nnc(COc2cccc3ccccc23)o1)N1c2ccccc2CCc2ccccc21	-0.32	0.48	-3.5
Cc1ccc(C)c(N2CCN(C(=O)CN(C)S(=O)(=O)c3cnc[nH]3)CC2)c1	-0.19	0.2	-27.8
COC(=O)Nc1nnc(CCc2ccccc2)s1	1.55	2.43	51.6
CC(C)(CNS(C)(=O)=O)SCc1ccc(Cl)cc1	.	.	-21.4
COC(=O)c1ccc(NC(=O)CSCc2ccccc2)cc1	-0.27	-0.41	9.4
CCCCCCn1c(N2CCC(C(N)=O)CC2)nc2c1c(=O)n(C)c(=O)n2C	0.27	0.22	.
CCOc1cc(C2C(C(=O)OCC(C)C)=C(C)N=C3SCCC(=O)N32)ccc1OC(C)=O (stereo not drawn)	-0.97	-0.2	.
Cc1ccc(N(CC(=O)NC2CCCC2)C(=O)CCCC(=O)Nc2ccccn2)cc1C	-0.58	-1.08	-93.8
CCOc1ccc(CCNC(=O)c2nnc(Cc3ccc(F)cc3)o2)cc1OCC	-0.25	-1.18	35.0
COc1cc2nc(SCC(=O)c3ccc(Br)cc3)n3nc(C)nc3c2cc1OC	-0.13	0.76	0.0
O=C(COc1ccccc1Cl)NC(=S)N1CCc2ccccc21	-1.72	-0.94	.
O=C(c1ccc(Cl)cc1)[C@@H]1[C@@H]2C(=O)N(c3ccc(Cl)cc3)C(=O)[C@@H]2C2c3ccccc3C=NN21 (stereo partly drawn)	-0.96	-0.91	-26.7
CC1CC2=C(CC1/C=N/NC(N)=S)C(C)(C)CCC2 (stereo not drawn)	-2.89	-1.83	32.3
O=C(Nc1ccc(Cl)c(Cl)c1)N1CCSCC1	-1.06	-1.52	-456.2
CC(NC(=O)Cc1ccccc1)c1ccc(F)cc1 (stereo not drawn)	-0.37	-0.99	.
COc1ccc(/C=N/NC(=O)Cn2cnc3ccccc3c2=O)cc1	0.39	0.13	-106.9
CC(=O)Nc1ccc2c(c1)c1ccccc1n2C(C)=O	2.48	1.68	-30.0
Cc1cc2ccccn2c1C(=O)c1ccncc1	-0.37	-0.39	-5.6
COc1ccc(NC(=O)c2cc(S(=O)(=O)N3CCS(=O)(=O)CC3)ccc2Cl)cc1	0.65	1.1	37.8
Cn1c(=O)c2c(nc(CN3CCN(C(=O)c4ccco4)CC3)n2CCc2ccccc2)n(C)c1=O	0.11	-0.15	.
Cc1ccc(C(=O)OCc2nc(N)nc(Nc3ccccc3C)n2)cc1	-0.28	-0.21	-14.8

Two records picked at random from the list so far, as already listed:
SMILES	sdo1 growth	sdo1 growth Rescue 24 h	INS promoter inh
O=S(=O)(NCCCc1ccccc1)c1ccc(Cl)cc1	-0.6	-1.42	.
O=C(COC(=O)c1cccc(NS(=O)(=O)c2ccc(F)c(F)c2)c1)NC(=O)NC1CCCC1	0.36	0	.

Following part
SMILES	sdo1 growth	sdo1 growth Rescue 24 h	INS promoter inh
Cc1ccc(CNC(=O)CCc2nc(-c3cccs3)no2)cc1	-0.23	-0.39	.
CCOC(=O)c1c(-c2ccccc2)csc1NC(=S)NC	-0.58	-0.64	25.9
COC(=O)C(C)N1C(=O)S/C(=C\c2cc(C)n(-c3ccccn3)c2C)C1=O (stereo not drawn)	-0.64	-0.72	8.3
COc1ccc(-n2c(SCC(=O)N3CCCC(C)C3)nnc2-c2cccnc2)cc1 (stereo not drawn)	0.21	0.27	.
Cc1[nH]n(-c2ccccc2)c(=O)c1/C=N/NC(=O)c1ccoc1C	0.42	0.14	46.7
CC1=C(C(=O)OCC(C)C)C(c2ccccc2Cl)NC(=O)N1C (stereo not drawn)	-0.95	-1.21	.
CCn1nnnc1-c1ccc(OC)c(S(=O)(=O)Nc2ccc(OC)cc2)c1	0.22	-0.11	-39.4
Cc1ccc(NC(=O)c2cc(NC(=O)CCCC(=O)O)ccc2Cl)cc1Cl	0.32	-0.25	6.5
O=C(CCN1C(=O)c2ccccc2C1=O)N1CCCCCC1	0.17	-0.94	15.4
COc1ccc(C2C3=C(CC(C)(C)CC3=O)OC(N)=C2[N+](=O)[O-])cc1 (stereo not drawn)	0.4	-0.08	-7.4
Cc1cc2oc(C(=O)Nc3ccc(S(=O)(=O)N4CCCC(C)C4)cc3)cc(=O)c2cc1Cl (stereo not drawn)	-0.69	-0.4	10.3
O=C1C(C=Nc2ccc(F)cc2)=C(O)c2ccccc21	.	.	-11.1
Cc1c(C(=O)NC(C)c2ccncc2)oc2ccccc12 (stereo not drawn)	0.38	0.89	2.7
O=C(NCC1CCCO1)c1ccc2c(=O)n(-c3ccccc3)c(=S)[nH]c2c1 (stereo not drawn)	.	.	-66.7
CCCN(CCC)C(=O)CSc1nc2ccccc2c(=O)n1C1CCCC1	-0.99	-0.55	-257.1
COc1ccc(OCc2nn3c(-c4cccc(OC)c4)nnc3s2)cc1	-0.24	0.94	-36.4
O=C(c1cccnc1)N1N=C(c2cccs2)CC1c1ccc(F)cc1 (stereo not drawn)	.	.	-33.3
COC(=O)c1ccc(-n2c(C)cc(/C=N/n3cnnc3)c2C)cc1	-0.55	-0.13	.
O=[N+]([O-])c1ccc(-c2nc3ccc([N+](=O)[O-])cc3[nH]2)cc1	-1.47	-1.21	22.6
CCOC(=O)C1=C(CN2c3ccccc3CC2C)NC(=O)NC1c1ccccc1 (stereo not drawn)	-0.79	-0.89	-61.5
CCc1ccc(NC(=O)CC2C(=O)Nc3c2c(=O)n(C)c(=O)n3C)cc1 (stereo not drawn)	1.31	1.47	-2.9
COc1cc(S(=O)(=O)N2CCOCC2)ccc1F	1.55	0.93	.
Cc1cc(NC(=O)c2cccc3ccccc23)cc(C)c1OCC(=O)N1CCOCC1	0.29	0.43	25.0
Cc1ccccc1NC(=O)C1CCCN1/C=C/C(=O)C(F)(F)F (stereo not drawn)	0.73	0.29	.
CC(C)(C)C(C(Oc1ccc(Cl)cc1)n1cncn1)n1nnnc1C(c1cccc(Cl)c1)N1CCCCC1 (stereo not drawn)	-1.3	-0.71	-20.0
O=C(Oc1oc(-c2ccco2)nc1C=Nc1ccc(Cl)cc1)c1ccco1	-1.16	-0.63	7.1
CC1(C)CC(=O)C2=C(C1)OC(N)=C(C#N)C2c1cccs1 (stereo not drawn)	.	.	55.6
COC(=O)c1c(O)cc(C(C)(C)C)n(-c2ccccc2)c1=O	0.18	-0.4	1.6

Only part of the results is shown; count on the stated rates, not on these rows.
